Yeast growth tox – yeast growth toxicity, wild-type and mutant, primary screen, cytotoxicity control for eIF2B function restoration project, wild-type and eIF2Bepsilon R284H mutant, A595; S. cerevisiae wild-type growth, A595 turbidity, 16 h; AID 685, 2007; 30,000 tested, 0.3% active; growth inhibition, % at 25 µM (by protocol);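 active means mutant and wild-type yeast strains alike exhibit over 30% growth inhibition; inconclusive means a strain exceeds 50% while the second remains under 30%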;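 further: 0% = untreated cell controls and 100% = YPD media blanks without cells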
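Incubation: 16 h growth with compound, 30 °C; Material: S. cerevisiae wild-type or eIF2Bepsilon-R284H mutant strain; Signal: turbidity measured as absorbance at 595 nm; Medium: YPD yeast growth medium; Measure: growth inhibition (%) versus cell controls and blanks; Doses: 25 µM single dose.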
eIF2B yeast act – GCN4-lacZ reporter reduction in eIF2B-epsilon mutant yeast, primary screen, S. cerevisiae, eIF2B-epsilon R284H, Beta-Glo luminescence; inhibition, % at 25 µM (by protocol); 27,000 tested, 0.91% active; AID 688, 2007;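 active means mutant luminescence inhibited past about 50% while wild type luminescence and mutant growth stay under set limits, limit read from the data; inconclusive means mutant versus wild type luminescence inhibition gap past a set limit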; further: some compounds called inactive have numbers as strong as hits
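Material: yeast eIF2B-epsilon R284H mutant carrying GCN4–beta-galactosidase fusion. Medium: YPD yeast growth medium. Incubation: 16 h growth with compound at 30 °C, 90 min Beta-Glo step. Signal: Beta-Glo luminescence plus absorbance at 595 nm. Evaluation: % inhibition of reporter signal and growth versus controls. Doses: 25 µM single dose.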
Yeast growth tox inhibition % – also measured in Yeast growth tox; calls as there; growth inhibition, %; S. cerevisiae eIF2Bepsilon-R284H mutant growth, A595 turbidity, 16 h;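 each compound tested once at 25 µM; 0% equals untreated cells and 100% equals cell-free medium blanks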
eIF2B yeast act mutant toxicity – second read-out of eIF2B yeast act, no call of its own (marks repeat the call); growth inhibition, %; measured here: mutant yeast growth, toxicity;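 each compound tested once at 25 µM; zero equals untreated control growth and 100 equals blank medium absorbance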
Numbers without * were called inactive; ? = inconclusive; · = no result given. Some of the compounds tested; rates above refer to the full screens.

nr	mol	Yeast growth tox	Yeast growth tox inhibition %
1	CC(C)NC(=O)c1cnc(N2CCN(c3ccccn3)CC2)c2ccccc12	20	0
2	COc1cc(OC)cc(N(C(=O)c2ccco2)C(C(=O)NC2CCCC2)c2ccc(N(C)C)cc2)c1 (stereo unspecified)	2	-7
3	COC(=O)[C@H](Cc1ccccc1)NC(=O)Nc1ccc(S(N)(=O)=O)cc1	0	7
4	CCC(=O)N(Cc1cc2ccccc2[nH]c1=O)C(C)C	16	9
5	O=C(CC(C(=O)N1CCc2ccccc21)n1ccnc1)NCC1CCCO1 (stereo unspecified)	-4	-6
6	NC(=S)N/N=C/c1ccc(-c2ccc(Cl)c(Cl)c2)o1	30*	65*
7	O=C(Nc1ccc2c(c1)OCO2)Oc1ccccc1	-25	0
8	CC(C)(C)n1nnnc1C(c1cccs1)N(Cc1cccnc1)Cc1ccco1 (stereo unspecified)	4	0

nr	eIF2B yeast act	eIF2B yeast act mutant toxicity
1	11	·
2	17	-7
3	10	7
4	16	9
5	?	·
6	44	65
7	25	·
8	19	·

Other records.
nr	mol	Yeast growth tox	Yeast growth tox inhibition %
9	O=C(COC(=O)CCC(=O)c1cccs1)Nc1cccc(S(=O)(=O)N2CCOCC2)c1	-3	-31
10	COCc1nc(-c2ccc(-c3ccccc3)nc2OC)no1	21	4
11	O=C(CCn1nnc2ccccc2c1=O)N[C@@H](Cc1ccccc1)C(=O)O	-3	0
12	CCOc1nc(NCCc2ccc(OC)c(OC)c2)nc(N2CCN(c3ccc(OC)cc3)CC2)n1	5	-8
13	c1cc(CNc2ccc3c(c2)OCCO3)ccn1	3	-10
14	Cc1cc(C(=O)NCc2cccnc2)cs1	2	14
15	O=C(CSC1=NC(=O)C(c2ccccc2)C(=O)N1)Nc1cccc(Cl)c1 (stereo unspecified)	20	13
16	COc1ccc2c(c1)C(=O)N(c1ccccc1)C(=O)C2	-23	2

nr	eIF2B yeast act	eIF2B yeast act mutant toxicity
9	29	-31
10	22	4
11	6	·
12	·	·
13	15	-10
14	-22	14
15	18	13
16	-16	2

The list goes on.
nr	mol	Yeast growth tox	Yeast growth tox inhibition %
17	Cc1csc(/C(=N\O)c2csc(C)n2)n1	5	0
18	O=C(CC(c1ccc(F)cc1)c1ccco1)N1CCOCC1 (stereo unspecified)	-9	0
19	COc1ccc(-n2cnnc2SCC(=O)NCc2cccs2)cc1	11	2
20	CCC(C)[C@H](NC(=O)NCc1cccc(OC)c1)C(=O)O (stereo partly specified)	-14	0
21	CC(=O)c1c(C)[nH]c(C(=O)OCC(=O)N(C)C)c1C	-1	-10
22	Cc1ccccc1CSc1nnc(-c2ccccn2)n1N	6	-9
23	CCOC(=O)c1cnc2ccc(C(=O)OC)cc2c1NCc1ccco1	-13	7
24	N#Cc1nc(-c2ccccc2)oc1NCCN1CCCCC1	0	16

nr	eIF2B yeast act	eIF2B yeast act mutant toxicity
17	22	·
18	21	·
19	·	·
20	4	·
21	-5	-10
22	-10	-9
23	·	·
24	-7	16

The list continues.
nr	mol	Yeast growth tox	Yeast growth tox inhibition %
25	CN(C(=O)c1ccccn1)C1(C(=O)NC2CCCCC2)CCCCC1	2	12
26	O=C(Cc1cn2ccsc2n1)OCc1ccccc1	16	14
27	CCOC(=O)C1=C(C)NC(C)=C(C(=O)OCC)C1c1cc(N)ccc1OC(F)F	-2	0
28	CCOC(=O)Cc1csc(NC(=O)c2ccc(Br)o2)n1	2	25
29	COc1ccc(OC)c2sc(N3CCN(c4ccccc4)CC3)nc12	17	-25
30	CC(C)Sc1nnc([C@H](C)NC(=O)OC(C)(C)C)o1	11	15
31	COc1ccc(OC)c(-c2nnc(SCC(=O)N3CCCc4ccccc43)o2)c1	-7	-14
32	Cc1cccc(N2CCN(C(=O)C(C)n3nc(C)n4c(cc5occc54)c3=O)CC2)c1C (stereo unspecified)	-6	7

nr	eIF2B yeast act	eIF2B yeast act mutant toxicity
25	·	·
26	19	14
27	17	·
28	·	·
29	3	-25
30	18	15
31	21	-14
32	·	·

Remaining list, next part:
nr	mol	Yeast growth tox	Yeast growth tox inhibition %
33	CN(Cc1ccccc1)C(=O)C1CCN(Cc2ccc(F)cc2)CC1	13	0
34	CCOC(=O)C(C)c1nn(C)c(=O)c2ccccc12 (stereo unspecified)	16	4
35	Cn1ncc2nnn(-c3ccccc3)c(=O)c21	17	14
36	c1cncc(CNc2ccc3c(c2)OCO3)c1	22	11
37	COc1ccc(C2C(C(=O)NCc3ccccn3)c3ccccc3C(=O)N2C)cc1OC (stereo unspecified)	-9	-19
38	COc1cc(OC)nc(NC(=O)CN2CCN(c3ccc(F)cc3)CC2)n1	-15	-5
39	COc1ccc(Cl)c(S(=O)(=O)N2CCCC2)c1	6	-6
40	Cc1cc(C(=O)NCCCn2ccnc2)sc1-c1ccccc1	-31	-13

nr	eIF2B yeast act	eIF2B yeast act mutant toxicity
33	·	·
34	14	4
35	20	14
36	·	·
37	5	-19
38	3	-5
39	·	·
40	-1	-13

Remaining list, next part
nr	mol	Yeast growth tox	Yeast growth tox inhibition %
41	COc1ccc(OC)c(NC(=O)c2ccccc2SC)c1	24	17
42	Fc1cccc(-c2oncc2-c2nnnn2-c2ccc(Cl)cc2)c1	-21	4
43	COc1ncnc2sc(-c3ccccc3)cc12	-8	-18
44	CC1(C)C2CCC1(CS(=O)(=O)N1CCCc3ccccc31)C(=O)C2 (stereo unspecified)	·	·
45	O=C(CN1C(=O)c2cccc3cccc1c23)NCc1ccncc1	-1	-29
46	C=CCn1c(CCC(=O)O)ccc1-c1ccccc1	14	-4
47	COCCn1c(C)cc(C2=NNC(=Nc3ccccc3)SC2)c1C	19	5
48	O=C(CSc1nnc(COc2ccc(Cl)cc2)n1Cc1ccco1)c1ccccc1F	-24	-4

nr	eIF2B yeast act	eIF2B yeast act mutant toxicity
41	·	·
42	17	4
43	25	-18
44	-34	·
45	26	-29
46	0	-4
47	2	5
48	29	-4

The list continues:
nr	mol	Yeast growth tox	Yeast growth tox inhibition %
49	O=C(CSc1nnc(-c2ccccn2)n1Cc1ccco1)c1ccccc1	9	-4
50	Cc1cc(C)n(CC(O)CN2C(=O)NC(C)(C)C2=O)n1 (stereo unspecified)	0	35
51	CCOC(=O)c1nnn(-c2nonc2-n2cccc2)c1CN1CCCCC1	-10	-23
52	COc1ccc(NC(=O)CSc2ncnc3c2cnn3Cc2ccccc2)cc1OC	-8	-50
53	CCOC(=O)CCC(NC(=O)c1ccc(NCN2C(=O)CCC2=O)cc1)C(=O)OCC (stereo unspecified)	-7	-9
54	O=C(O)CSc1nc(-c2ccccc2)nc2c1oc1ccccc12	5	-19
55	CCC1CCCCN1CC(=O)Nc1cc(C)nn1-c1nc(C)cc(C)n1 (stereo unspecified)	9	0
56	Cc1ccc(OCc2nnc(SCC(=O)N3CCc4ccccc43)n2C)cc1	9	0

nr	eIF2B yeast act	eIF2B yeast act mutant toxicity
49	21	-4
50	-12	35
51	15	-23
52	27	-50
53	-11	-9
54	21	-19
55	14	·
56	23	·

More entries.
nr	mol	Yeast growth tox	Yeast growth tox inhibition %
57	C/C(=C\c1ccccc1)C(=O)Nc1cc(C)on1	17	25
58	Cc1ccc(S(=O)(=O)Cn2nnnc2C(C(C)C)N2CCSCC2)cc1 (stereo unspecified)	7	19
59	Cc1cc(Br)ccc1OCC(=O)N(Cc1nc(-c2ccccc2)no1)C(C)C	13	-8
60	Cc1oc(C(=O)O)cc1COc1ccc2c3c(c(=O)oc2c1C)CCC3	11	3
61	COc1ccc(S(=O)(=O)N2CCCC(C(=O)O)C2)cc1Cl (stereo unspecified)	25	17
62	COc1cc(OC)cc(C(=O)N2CCN(Cc3cccc(F)c3)CC2)c1	6	16
63	Cc1ccc(C2CC(c3cccc(Br)c3)Nc3nnnn32)cc1 (stereo unspecified)	0	10
64	Cc1cc(C(=O)CSc2nnc(N)s2)c(C)n1CCc1ccc(Cl)cc1	-12	-27

nr	eIF2B yeast act	eIF2B yeast act mutant toxicity
57	13	25
58	26	19
59	4	-8
60	16	3
61	-2	17
62	23	16
63	14	10
64	-16	-27

Single records, from the list above:
`COc1ccc(S(=O)(=O)N2CCCC(C(=O)O)C2)cc1Cl` (stereo unspecified) is entered as Yeast growth tox = 25; Yeast growth tox inhibition % = 17; eIF2B yeast act = -2; eIF2B yeast act mutant toxicity = 17
`Cc1cc(C(=O)CSc2nnc(N)s2)c(C)n1CCc1ccc(Cl)cc1` is entered as Yeast growth tox = -12; Yeast growth tox inhibition % = -27; eIF2B yeast act = -16; eIF2B yeast act mutant toxicity = -27

Returning to the listing, repeating the two entries before the break.
nr	mol	Yeast growth tox	Yeast growth tox inhibition %
63	Cc1ccc(C2CC(c3cccc(Br)c3)Nc3nnnn32)cc1 (stereo unspecified)	0	10
64	Cc1cc(C(=O)CSc2nnc(N)s2)c(C)n1CCc1ccc(Cl)cc1	-12	-27
65	CCOC(=O)[C@H]1CCC[C@@H](NS(=O)(=O)c2ccc(NC(C)=O)cc2)C1	13	-4
66	COCC(=O)N(c1ccc(C(C)C)cc1)C1C=CS(=O)(=O)C1 (stereo unspecified)	·	·
67	CCCCNC(=O)c1ccc(N2CCOCC2)c(NS(=O)(=O)c2ccc(OC)cc2)c1	18	-21
68	Cn1c(=O)c(C(=O)NCCO)c(O)c2ccccc21	·	·
69	N=c1c2c3c(sc2ncn1CCN1CCOCC1)CCCC3	13	4
70	Cc1cc(N2CCN(c3nc(N4CCOCC4)nc4ccccc34)CC2)c2ccccc2n1	7	0
71	COc1ccc(S(=O)(=O)N2CCC(C(=O)N3CCCCC3)CC2)cc1Cl	28	15
72	CCC(C)NS(=O)(=O)c1ccc(OCC(=O)Nc2ccc3c(c2)OCO3)cc1 (stereo unspecified)	9	0

nr	eIF2B yeast act	eIF2B yeast act mutant toxicity
63	14	10
64	-16	-27
65	-3	-4
66	-3	·
67	-2	-21
68	-35	·
69	27	4
70	5	·
71	14	15
72	6	·

(continued)
nr	mol	Yeast growth tox	Yeast growth tox inhibition %
73	CC(C)CC(=O)Nc1ccc(S(=O)(=O)NCc2ccco2)cc1	9	3
74	CCn1c(=O)cc(NC2=NCC(C)CN2c2cccc(Cl)c2)n(C)c1=O (stereo unspecified)	-16	-34
75	Cc1oc(/N=C/c2ccccc2O)c(C#N)c1C	13	2
76	CC(C)c1cc(C(=O)Nc2cccc(Cl)c2)no1	15	-10
77	COc1cccc(Nc2nc(=O)[nH]nc2C)c1	1	-4
78	COC(=O)c1[nH]c2cccc(OC)c2c1NC(=O)CCN1CCN(c2ccccc2F)CC1	3	4
79	Cc1ccc(OCCCC(=O)Nc2ccc(S(=O)(=O)Nc3cc(C)on3)cc2)cc1	2	4
80	CC(=O)Oc1ccc2c(C)cc(=O)[nH]c2c1	3	14

nr	eIF2B yeast act	eIF2B yeast act mutant toxicity
73	·	·
74	39	-34
75	20	2
76	12	-10
77	4	-4
78	20	4
79	53*	·
80	29	14

More compounds:
nr	mol	Yeast growth tox	Yeast growth tox inhibition %
81	Cc1nc(N2CCCC2C(=O)O)c2oc3ccccc3c2n1 (stereo unspecified)	7	4
82	Cc1ccc(C23CC4CC(CC(NC(=O)N5CCN(C)CC5)(C4)C2)C3)cc1	·	·
83	CN(C)c1ccc(C=Nc2ccccc2C(N)=O)cc1	2	8
84	COc1cc(C2C(C#N)=C(N)OC3=C2C(=O)CCC3)cc(OC)c1OC(=O)N1CCOCC1 (stereo unspecified)	4	-5
85	O=C(NCc1ccccn1)C1CCN(S(=O)(=O)c2cnc[nH]2)CC1	5	6

nr	eIF2B yeast act	eIF2B yeast act mutant toxicity
81	0	4
82	31	·
83	7	8
84	5	-5
85	20	6

From PubChem BioAssay
